Assay outcomes: PubChem, National Center for Advancing Translational Sciences (NCATS)
HepG2 viability = kills HepG2 cells in TGF-b inhibitor counter-screen | HepG2 CAGA-GFP viability, ATP luminescence, 18 h | actives 0.76% (n = 410,000) | Potency, µM (highest dose often 46.1 µM), for the others: top-dose activity change, negative = cytotoxicity, actives largely listed as cytotoxic; note: potency is the fitted concentration of half-maximal effect; some results filed as inactive show a strong effect at the top dose
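HepG2 CAGA-GFP cells (1000/well, DMEM with 1% FBS) received compound, then TGF-beta at 500 pg/mL final, and were incubated 18 hours at 37 degrees C. Viability was read by CellTiter-Glo luminescence. Media-only wells were set as complete cell-killing and DMSO as no toxicity.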
Nrf2 activator = activators of Nrf2 (ARE) signaling; Potency, µM (doses to about 46.1 µM), for inactives: top-dose activation, actives largely listed as activators; actives 0.31% (n = 410,000); AREc32 ARE-luciferase reporter (MCF7-derived line), luminescence, 24 h; note: potency is the fitted concentration of half-maximal effect; % of control where 0% means no effect; nearly all actives have a fitted effect of over 65% in size
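Luminescent ARE reporter assay in AREc32_Fluc cells: overnight plating at 37 deg C, 24 hr compound incubation, Steady-Glo added, 30 min RT before reading.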
A549 tox = counter-screen for Nrf2 inhibitors: cytotoxicity in A549 cells; AID 504648; A549 ARE-Fluc cells, CellTiter-Fluor viability, 18-24 h; Potency, µM (titrated, usually from 46 µM), for the others: top-dose activity change, negative = cytotoxicity, hits mostly inhibitors; actives 0.16% (n = 390,000); note: potency is the fitted concentration of half-maximal effect; % is set by controls: 0 for no effect and ±100 for the full control effect
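A549 ARE_Fluc cells in 5% FBS OPTI-MEM were exposed to compounds in concentration-response for 18-24 h at 37 deg C. Viability was read by CellTiter-Fluor fluorescence (Ex 405/Em 525) after 30 min, before the luciferase read.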
TGFb inhibitor = inhibitors of TGF-b signaling. Potency, µM (doses to about 46.1 µM), for the others: at the highest dose activity, negative = inhibition, actives largely listed as inhibitors. actives 1.2% (n = 410,000). HepG2 CAGA-GFP TGF-b/SMAD3 reporter, GFP fluorescence, 18 h; TGF-beta stimulated, 500 pg/mL final; note: potency is the fitted concentration of half-maximal effect; % is set by controls: 0 for no effect and ±100 for the full control effect; nearly all actives have a fitted effect of over 65% in size
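HEPG2 CAGA-GFP, 1000 cells/well; 2 h settle, 37 C; cpd via pin tool; TGF-b 500 pg/mL final; 18 h, 37 C; GFP imaging ex488/em500-530; %Activity normalised to -TGF-b and +DMSO controls; CRC fit, curve class.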
ATXN viability = reduces viability in counter-screen for ATXN expression inhibitors; S2 cells (HEK-293 line with an ATXN2-luciferase reporter) viability, CellTiter-Fluor protease fluorescence, 24 h; actives 0.49% (n = 400,000); Potency, µM (doses to about 56.7 µM), actives largely listed as cytotoxic; note: potency is the fitted concentration of half-maximal effect; nearly all actives have a fitted effect of over 40% in size
EPAC2 ag = EPAC2 (human) agonism; Q8WZA2; EPAC2 activation, biochemical qHTS; response scale: 100% = 6.5 mM cAMP response; Potency, µM (titrated, usually from 154 µM), without a hit: top-dose activation, actives largely listed as activators; actives 0.079% (n = 360,000); AID 720711; note: potency is the fitted concentration of half-maximal effect; nearly all actives have a fitted effect of over 50% in size
Target sequence (Q8WZA2 whole entry, looked up): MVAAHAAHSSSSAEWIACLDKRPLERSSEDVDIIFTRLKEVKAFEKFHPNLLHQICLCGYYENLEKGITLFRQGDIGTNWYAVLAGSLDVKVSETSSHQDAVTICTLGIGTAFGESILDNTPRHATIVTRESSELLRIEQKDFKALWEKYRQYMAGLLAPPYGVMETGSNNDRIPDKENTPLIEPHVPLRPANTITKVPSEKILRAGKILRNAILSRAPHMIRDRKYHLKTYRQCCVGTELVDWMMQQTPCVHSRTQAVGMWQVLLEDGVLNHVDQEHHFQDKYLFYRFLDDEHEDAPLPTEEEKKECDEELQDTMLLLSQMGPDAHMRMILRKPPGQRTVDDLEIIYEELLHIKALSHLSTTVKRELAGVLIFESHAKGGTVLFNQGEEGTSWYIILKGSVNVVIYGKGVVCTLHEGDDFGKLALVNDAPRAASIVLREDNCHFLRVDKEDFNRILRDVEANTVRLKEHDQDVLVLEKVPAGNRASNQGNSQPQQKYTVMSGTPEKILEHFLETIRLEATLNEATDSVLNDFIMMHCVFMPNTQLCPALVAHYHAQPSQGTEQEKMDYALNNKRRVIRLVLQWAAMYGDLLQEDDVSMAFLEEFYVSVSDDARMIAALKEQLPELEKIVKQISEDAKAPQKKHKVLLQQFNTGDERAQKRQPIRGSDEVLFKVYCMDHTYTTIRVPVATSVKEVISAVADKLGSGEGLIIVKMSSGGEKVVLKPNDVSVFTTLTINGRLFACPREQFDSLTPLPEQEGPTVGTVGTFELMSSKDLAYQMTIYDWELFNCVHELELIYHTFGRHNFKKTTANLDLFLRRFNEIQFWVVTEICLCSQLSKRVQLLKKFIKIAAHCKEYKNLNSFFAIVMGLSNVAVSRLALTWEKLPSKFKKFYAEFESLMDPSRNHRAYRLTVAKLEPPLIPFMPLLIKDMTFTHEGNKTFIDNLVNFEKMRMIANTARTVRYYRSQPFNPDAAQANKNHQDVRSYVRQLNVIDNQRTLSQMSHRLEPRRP
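Nucleotide exchange monitored as fluorescence drop when BODIPY-GDP leaves Rap1B. Reaction: 100 nM EPAC2, 250 nM RAP1B-BODIPY-GDP, 50 uM GDP, room temperature, kinetic read over 30 min. Activity expressed relative to 6.5 mM cAMP.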
IL2 activator = activators of IL-2; IL-2 activation reporter assay, cell-based qHTS; stimulated with anti-CD3/CD4/CD28 beads; in transgenic mouse T cells; activation, % (series mostly up to about 46 µM); actives 0.065% (n = 360,000); AID 652025; in the data active = activation above about 50%; inconclusive = mostly about 30% to 49%; note: 0% is about no effect
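Unstimulated transgenic mouse T cells preincubated 60 min with compound, then stimulated with anti-CD3/anti-CD4-coated beads plus anti-CD28 for 18 h at 37 degrees C. IL-2 response read as EGFP and DsRed fluorescence by plate cytometry.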
ATXN2 expr inh = ATXN2 expression inhibition. HEK-293 ATXN2-luciferase reporter, luminescence, 24 h. AID 1745845. actives 0.72% (n = 360,000). Potency, µM (series often up to 57 µM), for the others: top-dose activity change, negative = inhibition, hits mostly inhibitors; note: potency is the fitted concentration of half-maximal effect; % is set by controls: 0 for no effect and ±100 for the full control effect; nearly all actives have a fitted effect of over 55% in size
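qHTS (up to 57 uM final) was run with 24 h compound exposure of reporter cells at 37 °C. Each well was multiplexed: SteadyGlo luminescence measured ATXN2-luciferase expression after a fluorogenic Gly-Phe-AFC viability readout (25 uM final).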
Nrf2 block = blocks Nrf2 signaling; A549 ARE-Fluc reporter, luciferase luminescence, 18-24 h; Potency, µM (highest dose often 46 µM), for inactives: at the highest dose activity change, negative = inhibition, most hits filed as inhibitors; actives 2.1% (n = 360,000); AID 504444; note: potency is the fitted concentration of half-maximal effect; % is set by controls: 0 for no effect and ±100 for the full control effect; nearly all actives have a fitted effect of over 60% in size
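Concentration-response testing used A549 ARE_Fluc cells at 5000 cells/well. Following an 18-24 h compound incubation, viability was read by fluorescence (Ex 405/Em 525) and luciferase output by luminescence.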
An asterisk follows results filed as active; i = inactive; ? = inconclusive; . = not tested or not shown; [ ] = remark or other dose. Unless noted, calls come from the whole dose curve; as a rule, active = well fitted curve in the direction sought with a large enough effect; inconclusive = small, poorly fitted or top-dose-only effect, or another doubt; inactive = no such curve, though single readings can be large; an effect the other way counts as inactive or inconclusive.

SMILES	HepG2 viability	Nrf2 activator	A549 tox	TGFb inhibitor	ATXN viability	EPAC2 ag	IL2 activator	ATXN2 expr inh	Nrf2 block
CCOC(=O)c1cc(-c2cccc(C(F)(F)F)c2)nc2nc(SC)[nH]c(=O)c12	-5%	?	-1%	-24%	i	1%	0.2	2%	0%
Nc1nc(COc2ccc(F)cc2Cl)nc(N2CCCCC2)n1	0%	2.2%	2%	-2%	i	-4%	-0.1	-1%	-21%
CSC1=NSC2=NC(=O)/C(=C\c3coc4ccccc4c3=O)C(=N)N12	-12%	18%	-8%	24%	i	?	2.9	-5%	-4%
CCO[C@@H]1OC(C(=O)N2CCCCCCC2)=C[C@H](c2ccc3c(c2)OCO3)[C@H]1CCCO	-27%	-0.4%	1%	1%	i	6%	0.6	-3%	-5%
CCCCNC(=O)c1onc(CSc2cccc(F)c2)c1C(=O)O	-16%	-1.5%	-2%	-17%	i	3%	-2.0	164%[activator]	-5%
CCN(CC)c1ncnc2sc(C(=O)N3CCN(c4ccc(OC)cc4)CC3)c(C)c12	-6%	-0.6%	15%	21%	i	-2%	1.1	70%[activator]	.
CCC(=O)c1cc(Br)ccc1OCC(=O)N1CCN(S(=O)(=O)c2ccccc2)CC1	-10%	0.2%	0%	-15%	i	14%	0.3	-23%	-20%
O=c1c2ccccc2cnn1-c1ccc(Br)cc1	2%	16%	-2%	?	i	6%	-0.2	41%[activator]	?
CCOC(=O)N1CCN(c2c(NCCc3ccccc3)c(=O)c2=O)CC1	16%	-0.2%	-6%	10%	i	5%	-0.9	6%	5%
CCOc1cccc(C2C(C(=O)c3cccs3)=C(O)C(=O)N2Cc2cccnc2)c1 (stereo not given)	-5%	0.0%	-10%	3%	i	2%	6.2	5%[11.3 µM]	-10%
Cn1nccc1C(=O)NC1CCN(Cc2ccccc2)CC1	-1%	-0.7%	0%	1%	i	3%	-0.7	4%	1%
Cc1ccc(N2C(=O)[C@@H]3C(c4cccnc4)=NO[C@@H]3C2=O)c(C)c1	24%	-0.7%	-1%	9%	i	5%	-0.9	.	9%
OCC[C@@H]1C[C@H](O)[C@@H](O)[C@]2(OCc3cc(Cl)ccc32)O1	-40%	0.0%	.	-4%	i	4%	3.3	-2%	.
CN1CCC(NC(=O)c2cc(-c3cccc(Br)c3)nc3ccccc23)CC1	-63%	4.1%	5%	-5%	?	-2%	-3.7	?	0%
Cc1cccc[n+]1CC(=O)c1ccc(Cl)cc1	6%	0.4%	1%	-3%	i	6%	-0.4	.	-21%
COc1ccc(CNC(=O)c2ccc(Br)s2)cc1OC	-10%	-0.3%	1%	2%	i	6%	-2.5	-2%	-6%
CCN1C(=O)CC(N2CCOCC2)C1=O (stereo not given)	0%	-0.2%	0%	-7%	i	1%	2.4	12%	7%
O=C(CSc1nnc(Cc2ccc(Cl)cc2)o1)Nc1ccccc1	-2%	0.0%	5%	-17%	i	4%	0.2	.	11%
O=C(NCc1ccco1)c1cccc(N2CCCC2=O)c1	2%	2.6%	8%	1%	i	6%	3.0	3%	0%
C/C(N)=C(/C#N)C(=O)CSc1nc2ccccc2n1CC(C)C	-32%	0.4%	-7%	-19%	i	2%	-0.4	-3%	-21%
CCOC(=O)N1CCC(NC(=O)CCc2ccccc2)CC1	16%	-0.8%	2%	12%	i	3%	-0.3	-5%	-7%
CCN(CC)C(=O)c1sc2c(c1C)c(=O)n(Cc1ccccc1)c(=O)n2Cc1ccccc1C	-19%	5.8%	-20%	-25%	?	.	.	0%	.
OCCCn1c(CCNc2nc(-c3ccc(Cl)cc3)cs2)nc2cc(C(F)(F)F)ccc21	-12%	7.0%	-1%	?	?	6%	-0.1	-23%	8%
S=C(SSC(=S)N1CCOCC1)N1CCOCC1	0.71µM*	15%	.	0.56µM*	?	-2%	-0.9	?	.
CN(C)S(=O)(=O)N1CCN(c2ccnc3cc(Cl)ccc23)CC1	-21%	-0.7%	-3%	19%	i	6%	0.8	-21%	?
SMILES	HepG2 viability	Nrf2 activator	A549 tox	TGFb inhibitor	ATXN viability	EPAC2 ag	IL2 activator	ATXN2 expr inh	Nrf2 block
O=C(C[n+]1cccc(C(=O)Nc2ccccc2)c1)c1ccc([N+](=O)[O-])cc1	-21%	-0.5%	-2%	?	i	7%	-0.6	-7%	7%
CC(C)Nc1nc2c(-c3cccc(Br)c3)nnn2c2ccccc12	-20%	9.2%	8%	-29%	i	.	.	45%[activator]	18%
CS(=O)(=O)c1nc2c(cc1C#N)CCCC2	-12%	13%	-1%	14%	i	3%	-3.3	1%	7%
COC(=O)CNC(c1ccccc1)c1cc(Br)ccc1NS(=O)(=O)c1ccc(C)cc1 (stereo not given)	0%	0.2%	-4%	?	i	8%	-4.0	-13%	-19%
COCCCn1c(SCC(=O)NNC(=O)c2cccc(O)c2)nnc1-c1ccncc1	-17%	-0.2%	-11%	1%	i	9%	-2.0	-17%	-21%
CCOC(=O)c1sc(N)nc1C(F)(F)F	-26%	5.2%	-1%	1%	i	5%	-0.6	4%	19%
O=C(COC(=O)c1ccc([N+](=O)[O-])s1)NNC(=O)c1ccccc1	-45%	6.0%	0%	?	i	8%	6.6	.	0%
O=c1[nH]c2ccc(NC(=S)Nc3ccc(Cl)cc3Cl)cc2[nH]1	-3%	-0.3%	14%	-15%	i	5%	0.0	0%	8%
COc1ccc(CCNC(=O)CN2CCN(c3cccc(Cl)c3)CC2)cc1OC	-18%	0.3%	-8%	0%	i	8%	0.5	-22%	?
O=C(NCc1cccnc1)C1CCCN(Cc2cnn(-c3ccccc3)c2-n2cccc2)C1 (stereo not given)	-26%	-0.6%	0%	-26%	i	0%	-1.6	-6%	10%
COc1ccc(NC(=O)CCCNC(=O)Cn2cnc3sc(C)c(C)c3c2=O)cc1OC	0%	-0.4%	-1%	8%	i	3%	-2.1	-1%	3%
Cc1ccc(-c2nc3c(Cl)cc(Cl)cc3c(=O)n2O)cc1	-45%	5.3%	2%	?	?	2%	-1.5	.	16%
N#Cc1c(N)nc(SCc2ccncc2)c(C#N)c1-c1cccs1	-24%	5.8%	-17%	?	?	21%	-3.0	?	23µM*
C[C@@H]1CN([C@H](C)CO)C(=O)c2cc(-c3ccc(F)cc3)cnc2O[C@H]1CN(C)C(=O)c1ccc(F)cc1	-29%	0.2%	.	-18%	i	17%	-2.5	-16%	.
O=C(NCc1ccccc1)NC1(C(=O)N2CCCC2)CCCCC1	-4%	0.2%	-15%	5%	i	-13%	0.4	1%	-14%
COc1ccc(C(=O)Nc2ccc3nc(C)c(C)nc3c2)cc1	-3%	4.0%	-2%	43%[activator]	?	0%	0.1	.	7%
O=C(Cc1cccc(NC(=O)C2CCN(C(=O)c3ccccc3)CC2)c1)Nc1cccc(C(=O)N2CCCC2)c1	-8%	-0.5%	1%	1%	i	4%	0.6	2%	11%
O=C(CN1CCN(Cc2ccc(Cl)cc2)C1=O)NCCN1CCCC1	3%	0.4%	1%	-9%	i	2%	-3.3	6%	13%
CCN1CCCC1CNCc1ccc(Cl)cc1Cl (stereo not given)	-7%	0.1%	5%	15%	i	3%	-2.0	0%	2%
CCOC(=O)c1cc2sc(C)cc2n1CC(=O)Nc1cccc(C)c1C	-12%	0.3%	-1%	-9%	i	-2%	-1.4	-6%	-8%
CCC1S/C(=C(\C#N)C(=O)NCc2ccco2)N(c2ccc(F)cc2)C1=O (stereo not given)	4%	2.4%	-2%	-28%	?	4%	-0.9	1%	.
O=C(Nc1cccnc1)C1COc2ccccc2O1 (stereo not given)	-16%	0.1%	17%	-5%	i	9%	-2.9	17%	7%
O=C(O)CCC(=O)N1N=C(c2ccccc2)CC1c1ccc(Br)cc1 (stereo not given)	10%	0.1%	2%	-3%	i	5%	-0.2	7%	-20%
CC(=O)c1cn(CCOc2ccccc2C)c2ccccc12	-36%	3.2%	1%	-28%	?	2%	-0.3	-5%	4.6µM*
C=C(C)C(=O)Oc1ccc(N2C(=O)[C@@H]3C4C=CC(C4)[C@@H]3C2=O)cc1	-12%	?	-10%	-23%	i	3%	-3.4	2%	-1%
COc1ccc(C(=O)N/N=C/c2ccc(N(C)c3ccccc3)cc2)cc1	-17%	6.4%	-2%	0%	i	7%	0.2	27µM*	?
CC(=O)Nc1ccc(NC(=O)C(C)Oc2ccc(C)nc2[N+](=O)[O-])cc1 (stereo not given)	-4%	0.3%	-2%	-1%	?	6%	1.0	2%	2%
COc1ccccc1OCc1nnc(SCC(=O)Nc2nnc(C3CC3)s2)n1C	6%	1.7%	2%	1%	i	13%	-0.6	7%	-9%
OCC1OC(c2ccccc2)OC2COC(c3ccccc3)OC12 (stereo not given)	-2%	-0.6%	6%	10%	i	8%	0.3	-3%	-21%

3 of the compounds above, comma-delimited:
SMILES,HepG2 viability,Nrf2 activator,A549 tox,TGFb inhibitor,ATXN viability,EPAC2 ag,IL2 activator,ATXN2 expr inh,Nrf2 block
CCN1CCCC1CNCc1ccc(Cl)cc1Cl (stereo not given),-7%,0.1%,5%,15%,i,3%,-2.0,0%,2%
O=c1[nH]c2ccc(NC(=S)Nc3ccc(Cl)cc3Cl)cc2[nH]1,-3%,-0.3%,14%,-15%,i,5%,0.0,0%,8%
COc1ccc(C(=O)N/N=C/c2ccc(N(C)c3ccccc3)cc2)cc1,-17%,6.4%,-2%,0%,i,7%,0.2,27µM*,?

Three compounds already listed, ordered by the value under Nrf2 activator, rising.
SMILES | Nrf2 activator
COc1ccc(NC(=O)CCCNC(=O)Cn2cnc3sc(C)c(C)c3c2=O)cc1OC | -0.4%
CCOC(=O)N1CCN(c2c(NCCc3ccccc3)c(=O)c2=O)CC1 | -0.2%
COC(=O)CNC(c1ccccc1)c1cc(Br)ccc1NS(=O)(=O)c1ccc(C)cc1 (stereo not given) | 0.2%

Random draw from the library. Share with any hit: about 4.3%.
